ROC1-CUL1 inh: blocks human RBX1-Cullin-1 di-ubiquitin formation; P62877+Q13616; in vitro K48 di-Ub FRET, acceptor:donor ratio, 45 min; inhibition, % at 10 µM; 0.6% of 140,000 active; AID 1347404; in the data active means inhibition above about 25%
Target sequence (P62877 whole entry, looked up): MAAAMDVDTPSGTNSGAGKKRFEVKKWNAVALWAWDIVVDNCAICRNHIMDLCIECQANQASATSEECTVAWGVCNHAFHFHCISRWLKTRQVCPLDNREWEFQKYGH
Target sequence (Q13616 whole entry, looked up): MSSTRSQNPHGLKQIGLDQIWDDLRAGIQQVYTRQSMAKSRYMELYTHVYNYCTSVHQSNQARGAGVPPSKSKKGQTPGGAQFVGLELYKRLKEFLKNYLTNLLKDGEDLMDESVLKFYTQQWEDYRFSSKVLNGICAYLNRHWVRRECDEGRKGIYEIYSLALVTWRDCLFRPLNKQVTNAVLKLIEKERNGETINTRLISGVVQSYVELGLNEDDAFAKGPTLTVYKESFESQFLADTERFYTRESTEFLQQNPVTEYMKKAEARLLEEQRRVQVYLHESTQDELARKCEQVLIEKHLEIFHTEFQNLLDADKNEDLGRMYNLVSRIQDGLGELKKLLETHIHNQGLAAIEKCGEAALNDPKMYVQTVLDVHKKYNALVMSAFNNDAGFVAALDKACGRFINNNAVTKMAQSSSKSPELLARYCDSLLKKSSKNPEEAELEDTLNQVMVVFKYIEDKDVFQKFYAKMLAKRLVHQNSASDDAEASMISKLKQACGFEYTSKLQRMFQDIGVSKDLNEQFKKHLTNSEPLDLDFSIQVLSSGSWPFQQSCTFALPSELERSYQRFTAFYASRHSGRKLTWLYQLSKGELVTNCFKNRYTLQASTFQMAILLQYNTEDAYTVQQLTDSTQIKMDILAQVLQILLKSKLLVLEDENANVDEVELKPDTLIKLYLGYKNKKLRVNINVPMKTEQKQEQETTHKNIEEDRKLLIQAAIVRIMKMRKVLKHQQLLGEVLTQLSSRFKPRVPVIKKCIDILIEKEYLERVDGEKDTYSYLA
Active calls of the source: *. This is a subset, so the mix of outcomes need not match the whole.

Molecule	ROC1-CUL1 inh
CC(C(=O)N(C)C)S(=O)C(c1ccccc1)c1ccccc1 (stereo unspecified)	10.3
COc1cccc(N2CC(NC(=O)CCCc3ccccc3)CC2=O)c1 (stereo unspecified)	-3.7
CC(=O)N1C(=N)N(C)/C(=C2\OC(=O)c3cccnc32)C1=O	-5.1
Oc1cccc(Nc2nc(-c3ccccc3)nc3ccccc23)c1	-7.6
CCC(C)CNC(=O)C1CCN(c2nc(C)c3ccc(S(C)(=O)=O)cc3n2)CC1 (stereo unspecified)	3.0
CC1CCc2c(sc(N)c2C(=O)Nc2cccc3ccccc23)C1 (stereo unspecified)	11.3
Cc1ccnc(NC(c2ccccc2C)c2ccc3cccnc3c2O)c1 (stereo unspecified)	3.1
O=C(CCC1CCCCC1)N1CCN(Cc2ccco2)CC1	-0.7
O=C(CC1=C(c2cccs2)CCC1=O)NCCc1cc(=O)[nH]cn1	-0.9
Cc1ccccc1C(=O)Nc1nnc(S(=O)(=O)N2c3ccccc3CC2C)s1 (stereo unspecified)	13.9
Cc1n[nH]c(=S)n1CC(=O)n1c2c(c3ccccc31)CCCC2	2.5
FC(F)Oc1ccc(NC(=S)N2CCN(c3cccc(Cl)c3)CC2)cc1	-3.9
Cc1c(C(=O)NCc2ccc(Cl)cc2)sc2nc3n(c(=O)c12)CCC3	3.9
COCCCNC(=O)c1cc(-c2cccnc2)nc2ccc(S(=O)(=O)N3CCC(C)CC3)cc12	-0.8
COc1ccc(S(=O)(=O)N2CC(C)OC(C)C2)cc1C(N)=O (stereo unspecified)	6.3
Cc1nnc(SCC(=O)N2CCCC(CCc3ccccc3C)C2)o1 (stereo unspecified)	-5.4
C1=C(c2ccc(-c3ccccc3)cc2)N2CC(c3ccccc3)=NN=C2S1	4.2
CCOc1ccc(-n2c(CCN3CCOCC3)n[nH]c2=S)cc1	-2.6
CC(=O)c1cc(CNCc2cccnc2N2CCCCCCC2)cs1	-3.3
Cc1ccccc1Oc1ncccc1CNC(=O)C1CCCC1	4.7
CN1CCN(CC(O)COC2CCCCC2)CC1 (stereo unspecified)	17.1
CCn1nc(C)c(Oc2ccccc2O)c1C	-0.5
CCOc1cc(-c2c(C#N)c(N)n3c(nc4ccccc43)c2C#N)ccc1OC	-2.7
Cc1ccc(C2CC2C(=O)NNC(=S)NCc2ccccc2)cc1 (stereo unspecified)	-6.0
O=c1c2sc3ncc([N+](=O)[O-])cc3c2ncn1-c1ccccc1	3.0
O=C1NCC(c2ccccc2)C1C(=O)N/N=C/c1c(Cl)cccc1Cl (stereo unspecified)	4.0
Cc1ccccc1N1CC(C(=O)N/N=C\c2ccc(Br)cc2)CC1=O (stereo unspecified)	-3.5
Cc1cc(NC(=O)NC(=O)C(F)(F)F)ccc1Br	4.1
O=C(NCCc1ccccc1)c1ccccc1NC(=O)C1CC=CCC1C(=O)O (stereo unspecified)	-3.4
Brc1ccc2nc(SCCOc3ccccc3)[nH]c2c1	8.2
COc1cccc(NC(=O)CCN2CCN(c3ccccc3)CC2)c1	-0.6
Cc1cc(F)ccc1NC(=O)C1CCN(C(=O)c2cnn(-c3ccccc3)c2-n2cccc2)CC1	-9.0
Fc1ccccc1-c1nc(Nc2cccc(C(F)(F)F)c2)c2ccccc2n1	-7.1
c1ccc(-c2nc3c(c(N4CCN(Cc5nccs5)CC4)n2)CCC3)cc1	-2.9
COc1cc(OC)c2c(C)c(CC(=O)NCc3ccccc3OC)c(=O)oc2c1	6.0
Cc1cccc(C(=O)NCc2cccnc2N2CCCC(O)C2)n1 (stereo unspecified)	2.7
COC(=O)[C@H]1O[C@H](c2ccc(OC)cc2)[C@H](C#N)[C@H]1C#N	0.5
CCOc1ccc(NC(=O)C2CCCN(S(=O)(=O)c3ccc4[nH]c(=O)ccc4c3)C2)cc1 (stereo unspecified)	-1.5
CCN1CCC(NC(=O)CC23CC4CC(CC(C4)C2)C3)CC1	-5.1
CCc1cccc(NC(=O)c2cc(Cl)ccc2[N+](=O)[O-])c1	3.8
CC(C)(C)C(=O)Nc1ccc(N2CCN(C(=O)C(C)(C)C)CC2)c(Cl)c1	6.3
Cc1cccn2c(=O)c3cc(C(=O)N(Cc4ccccc4)C(C)C)sc3nc12	-3.4
CCN(CC)c1ccc(NC(=O)Cn2c(C)c3cnn(-c4ccccc4)c(=O)c3c2C)c(C)c1	-4.0
O=C1/C(=C/c2ccc(OCc3ccc(F)cc3)cc2)C(c2ccccc2)=NN1c1ccc([N+](=O)[O-])cc1	-8.7
O=C(Nc1cc(C(=O)N2CCCC2)ccc1N1CCCC1)c1ccco1	-3.0
Cc1occc1C(=O)Nc1cccc(/C=C/C(=O)O)c1	2.0
CC1=C(C(=O)Nc2ccccc2)C(c2ccccc2)n2c(s/c(=C/c3ccc(C)o3)c2=O)=N1 (stereo unspecified)	4.5
CN(C)CCC(=O)C(Cc1ccccc1)c1ccccc1 (stereo unspecified)	4.6
CN(CCCN1CCOCC1)C(=O)c1cc(COc2ccc(F)c(F)c2)on1	1.8
Cc1cccnc1NC(=O)Cn1nc(-c2ccccc2)oc1=S	0.3

Later entries.
Molecule	ROC1-CUL1 inh
CC1(C)CC(=O)C2=C(C1)OC(=N)C(C#N)C2c1ccccc1OCc1ccccc1 (stereo unspecified)	3.2
C=CCNC(=S)N/N=C/c1cn(C)c2ccccc12	9.8
CCc1ccc(S(=O)(=O)c2nnn3c2nc(Nc2ccc(C)c(Cl)c2)c2sccc23)cc1	-5.1
Cc1ccc(NC(=O)CN2C(=O)CC(C)Sc3ccccc32)c(C)c1 (stereo unspecified)	5.5
CC(=O)c1ccc(Nc2nc3ccccc3nc2-n2nc(C)cc2C)cc1	0.2
CCOc1cc(C2Sc3ccccc3N=C3c4ccccc4C(=O)C32)ccc1O (stereo unspecified)	-5.6
CCCCCOc1ccccc1Cn1c(=O)oc2ccc(C)cc21	-10.1
N#CC1(C#N)[C@H](c2ccoc2)[C@@H](C(=O)Oc2ccccc2)N2c3ccccc3C=C[C@@H]21	4.0
Cc1ccccc1OCCn1c(CCNC(=O)C(C)(C)C)nc2ccccc21	-7.2
Cc1ccc(C)c(NC(=O)C2C(=O)N(C)c3ccccc32)c1 (stereo unspecified)	-2.6

Six records picked at random from the list so far, as already listed:
Molecule	ROC1-CUL1 inh
CCc1ccc(S(=O)(=O)c2nnn3c2nc(Nc2ccc(C)c(Cl)c2)c2sccc23)cc1	-5.1
CC(=O)c1ccc(Nc2nc3ccccc3nc2-n2nc(C)cc2C)cc1	0.2
Cc1ccc(NC(=O)CN2C(=O)CC(C)Sc3ccccc32)c(C)c1 (stereo unspecified)	5.5
CC1(C)CC(=O)C2=C(C1)OC(=N)C(C#N)C2c1ccccc1OCc1ccccc1 (stereo unspecified)	3.2
Cc1ccccc1OCCn1c(CCNC(=O)C(C)(C)C)nc2ccccc21	-7.2
CCCCCOc1ccccc1Cn1c(=O)oc2ccc(C)cc21	-10.1

Further compounds follow.
Molecule	ROC1-CUL1 inh
CCc1nc2nc(C)cc(Nc3ccc(Br)cc3F)n2n1	-11.0
Cc1ccc(C(=O)COC(=O)c2cnccn2)cc1	-10.5
CCCCC(=O)N(c1nc(-c2ccc(OC)cc2)c(C)s1)c1ccccc1C	-0.4
CCOC(=O)c1cc(-c2ccc(Cl)cc2)n(NC(=O)Cn2c(C)nc3ccccc32)c1C	-8.2
Cc1cccc(C)c1NC(=O)Cn1c(=O)n(CCC(=O)NCc2ccccc2Cl)c(=O)c2sccc21	0.4
O=C1OCCN1c1nnc(Sc2ccc([N+](=O)[O-])cn2)s1	12.3
CCn1cc(C(=O)O)c(=O)c2cc(-c3ccco3)ccc21	-4.8
O=C1NC2SCCCN2C(=O)C1C(c1ccc([N+](=O)[O-])cc1)C1C(=O)NC2SCCCN2C1=O (stereo unspecified)	-4.6
COc1ccc(C(=O)Oc2c(C(C)=O)ccc(OC)c2OC)cc1	-2.2
Cc1cc(-c2nnc(CCC(=O)NC(C)c3ccccc3Cl)o2)no1 (stereo unspecified)	-1.1
CN(C)CCCn1ccc2c(cnc3ncnn32)c1=O	0.9
CCN(C(=O)c1nn(-c2ccc(OC)c(Cl)c2)c(=O)c2c1c1ccccc1n2C)c1cc(OC)ccc1OC	-5.7
CCOc1ccccc1NC(=O)Cc1ccc(Cl)cc1	-11.1
Cc1ccc(NC(=O)CSc2nnc3[nH]c(=O)cc(-c4ccccc4)n23)cc1Cl	-7.3
O=C(C1CC1)N1c2ccccc2Sc2ccc(C(F)(F)F)cc21	-0.4
C/C=C/Cn1c(=O)c2c(nc3n(-c4ccccc4N)c(C)cn23)n(C)c1=O	3.0
Nc1ccc(SS(=O)(=O)O)cc1	11.5
O=S(=O)(NCc1nc2cccnc2n1Cc1ccccc1)c1ccc2c(c1)CCCC2	1.1
COCc1ccc(C(=O)NCc2c(C)ncc3c2CCN(C(=O)Cc2ccc(Cl)cc2)C3)o1	-3.7
Cc1ccccc1NC(=O)c1cnc2sc(N3CCCC3)nn2c1=O	-8.0
COCn1c(C(=O)c2ccccn2)cc2ccccc21	-10.5
COc1ccc(-c2cc(C(=O)n3cnc4ccccc43)c3ccccc3n2)cc1	-1.5
COc1ccccc1CNC(=O)CS(=O)(=O)Cc1nc(-c2ccccc2C)oc1C	-3.5
CC(=O)c1cn(CCCCCCCn2cc(C(C)=O)c(=O)[nH]c2=O)c(=O)[nH]c1=O	-1.5
Cc1cc(C)cc(OCC(=O)Nc2ccc(-c3nc4ccccc4s3)cc2)c1	1.9
O=C1C2CSCN2C(=S)N1c1ccc(F)cc1 (stereo unspecified)	7.8
CC1=C(C(=O)OC(C)C)C(c2c(F)cccc2F)NC(=O)N1C (stereo unspecified)	2.8
CC(C)OCCCNC(=O)CCCN1C(=O)CCn2nc(-c3cccn3C)cc21	-4.0
CN(C)c1ccc(/C=N/NC(=O)CN2CCN(c3ccc(F)cc3)CC2)cc1	0.5
CCc1nc2ccccc2n1CC(=O)O	7.0
CCOC(=O)N1CCN(C(=O)CCc2ccc(S(=O)(=O)NC3CCCCC3)cc2)CC1	-1.8
CCOC(=O)C(NC(=O)OCc1ccccc1)(Nc1cccc(F)c1)C(F)(F)F (stereo unspecified)	3.8
CS(=O)(=O)N1CCc2cc(C(=O)Nc3cccc(F)c3)ccc21	0.1
O=C(CSc1nc2ccccc2s1)N1CCN(c2ccccc2F)CC1	5.3
CC(O)CNC(=O)c1ccc2nc(Cc3cccc(Cl)c3)oc2c1 (stereo unspecified)	-0.9
Cc1ccc(-c2cc(C(=O)N3CCN(S(=O)(=O)c4ccc(Br)s4)CC3)[nH]n2)c(C)c1	1.0
CCOc1ccccc1NC(=O)C(Cc1ccccc1)NS(=O)(=O)c1ccc(Br)s1 (stereo unspecified)	9.7
O=C(/C=C/c1ccccc1)N1CCN(Cc2cc(=O)n3nc(-c4ccccc4Cl)sc3n2)CC1	-0.7
COc1ccc(Cc2nn3c(=O)c4ccccc4nc3n(N)c2=O)cc1OC	0.5
O=C1CC(NC2CCC2)CN1Cc1ccccc1C(F)(F)F (stereo unspecified)	9.3
CCN1CCC(NC(=O)c2c(F)c(F)c(F)c(F)c2F)CC1	0.2
Cc1ccc(S(=O)(=O)c2nnn3c2nc(NC(C)C)c2cc(Cl)ccc23)cc1C	3.4
S=C(NCc1ccc(Cl)cc1)Nc1ccc(Cl)cc1	6.7
COc1cccc(-c2nn(CN3CCCc4cc(OC)ccc43)c(=S)n2C)c1	0.9
Cc1nnc(C)c2c(C)oc(C)c12	-4.1
Cc1nc(Oc2ccccc2F)cc(-n2ncc(C(N)=O)c2N)n1	11.0
Cc1ccc([N+](=O)[O-])cc1NC(=O)CSc1nnc(CNc2cccc(Cl)c2)o1	4.8
CCOC(=O)CSc1nc2sc3c(c2c(=O)n1CC)CCCC3	8.1
O=C(Cn1c(=O)n(Cc2ccc3c(c2)OCO3)c(=O)c2oc3ccccc3c21)Nc1ccc(F)cc1	-4.5
Cc1nc(C)c(C(=O)N2CCc3c(cnc(C)c3CNC(=O)CSc3ccccc3)C2)s1	-7.9

Going on with the list:
Molecule	ROC1-CUL1 inh
CCCN(C(=O)c1cn(CC(C)C)c(=O)c2cc(OC)c(OC)cc12)c1cccc(C)c1	5.1
C=CCn1c(=O)/c(=C2/Sc3ccccc3N2C)s/c1=C1/C(=O)N(c2ccccc2)C(=S)N1c1ccccc1	0.6
COc1ccc(OC(=O)c2nc(SCc3ccccc3C)ncc2Cl)cc1	-1.0
C=CCn1c(C)cn2c3c(=O)n(Cc4ccccc4C)c(=O)n(C)c3nc12	0.6
O=C(CCCCC(=O)NNC(=O)C(c1ccccc1)c1ccccc1)NNC(=O)C(c1ccccc1)c1ccccc1	3.4
Cc1noc(C)c1CSc1ncnc2sc(C)c(C)c12	-7.1
CCOC(=O)c1cnc(N2CCC(C)CC2)[nH]c1=O	5.7
Cc1ncc2c(c1-c1noc(-c3cccc(N4CCOCC4)c3)n1)CCNC2	3.7
Cc1ccc2nsnc2c1NC(=O)c1cc2ccccc2o1	-10.3
O=C(COc1ccc(S(=O)(=O)NCCc2ccccc2)cc1)N1CCCCCC1	5.3
COCCc1nc2ccc(C(=O)NCc3nc4c(s3)CCCC4)cc2o1	-8.8
CCc1ccccc1N1CC(C(=O)NC(C)CC)CC1=O (stereo unspecified)	6.2
c1ccc(-c2nc3c(c(N4CCN(Cc5cccc6c5OCO6)CC4)n2)CCC3)cc1	-7.3
O=[N+]([O-])c1ccccc1Oc1nc2ccccc2nc1Oc1ccccc1[N+](=O)[O-]	2.9
Cc1cc(NC(=O)CSc2nnc(-c3ccoc3C)o2)no1	-1.8
CCOC(=O)NC(=O)c1cn(Cc2ccc(Cl)cc2)c(=O)[nH]c1=O	-5.5
CC1=Nc2nc3ccccc3n2C(c2ccc(Cl)cc2)C1C(=O)N1CCCCC1 (stereo unspecified)	0.0
CC(C)Cn1c(-c2ccc3c(c2)OCO3)n[nH]c1=S	-1.3
CCOC(=O)c1cccc(NC(=O)CCSCCc2ccccn2)c1	4.1
